# LDHA block – LDHA (human) enzyme inhibition | purified LDHA, NADH/diaphorase-resazurin fluorescence; stronger effect = lower value | AID 1347041 | P00338 | activity change, % (values are at about 110 or 230 µM) | 0.15% of 480,000 active; in the data active means activity change below about -30%; inconclusive means mostly about -25% to -30%;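 further: plate controls were DMSO wells for no effect and wells without enzyme for full effect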
#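 Human LDH5 at 2 nM final in Tris HCl pH 7.4 with 0.06 mM NADH and 0.2 mM pyruvate, reacted 5 minutes at room temperature. Remaining NADH coupled via diaphorase/resazurin; resorufin fluorescence read at 0 and 20 minutes, normalized to enzyme-free and DMSO wells.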
# Active calls of the source: *; u = inconclusive. These rows are one share of the data; count on the stated rates, not on these rows.
item	SMILES	LDHA block
1	Cc1cccc(N(CC(=O)Nc2ccccc2C(=O)NCC2CCCO2)S(C)(=O)=O)c1C (configuration not stated)	-14.5
2	CC(C)=CCC/C(C)=C/C=N/NC(=O)Nc1ccccc1	6.4
3	CN(Cc1cncn1C)c1ncnc2ccc(-c3ccc4c(c3)OCO4)cc12	-0.7
4	Nc1nc(-c2cc3c4c(c2)CC(=O)N4CCC3)cs1	-3.4
5	COc1cc(/C=C/C2=Nc3ccccc3SC(C)(C)C2)ccc1O	17.7
6	Cc1ccccc1COc1ccccc1C(=O)OCc1ccc(-c2ccccc2)cc1	-11.0
7	CCNc1c(NC(=O)NCc2cccc(OC)c2)c(=O)oc2ccccc12	-14.6
8	Nc1cc(S(=O)(=O)N2CCN(S(=O)(=O)c3ccc4c(c3)OCCO4)CC2)ccn1	2.5
9	COC(=O)C[C@@H]1CC[C@H](NC(=O)c2ccc3c(c2)OCO3)[C@@H](CO)O1	-2.5
10	CCCCCCCCCCCCNC(=O)Nc1ccc(Cl)cc1	11.6
11	CCc1cccc2c(C=O)c[nH]c12	4.4
12	C=CCn1c(-n2nc(C)cc2C)nc2c1c(=O)n(CCOCC)c(=O)n2C	10.2
13	Cc1cnc(NC(=O)c2csc3ccccc23)s1	-0.1
14	Cc1cccc(/C=N/Nc2ccc([N+](=O)[O-])cc2)n1	-3.1
15	Nc1nc(N2CCCCC2)nc2c1C(C(=O)Nc1ccc(Cl)cc1)CC(=O)N2 (configuration not stated)	6.6
16	Cn1cnc([N+](=O)[O-])c1	-0.1
17	Cc1ccc(S(=O)(=O)Nc2nc3ccccc3nc2Nc2ccccc2)cc1C	-4.6
18	CCOC(=O)Cc1nnc(SC(C)C(=O)Nc2cccc(F)c2)n1C (configuration not stated)	4.6
19	CCc1ccc(NC(=O)Cn2cc(OC)c(=O)cc2CSc2ccc(F)cc2)cc1	10.8
20	CCS(=O)(=O)NCCC(=O)O	11.9
21	CC1CCN(c2nc(SCCN(C)C)c(C#N)c3c2CCCC3)CC1	9.3
22	COc1cccc(CNC(=O)CC(C)CC(=O)O)c1 (configuration not stated)	5.6
23	O=C(c1ccco1)N1CCC(C(=O)N2CCCC2)CC1	-3.0
24	COC(=O)C1(NC(=O)c2c(F)cccc2Cl)CCCCC1	6.9
25	CCN1C(=O)C(Cc2nc3ccccc3c(=O)n2CCCO)c2cc(C)ccc21 (configuration not stated)	0.3
26	Cc1ccc2c(Cl)cc(Cl)c(OCC(=O)NC(C)C(C)C)c2n1 (configuration not stated)	26.9
27	CCC(Sc1nnc(C)n1-c1ccccc1)C(=O)Nc1cc(C)on1 (configuration not stated)	-1.6
28	NC(=S)Nc1cccc(Br)c1	0.1
29	CN(C)CCCNC(=O)C(=O)Nc1ccc2cc[nH]c2c1	-1.6
30	Cc1ccc(-c2cc(C(=O)NCCN(C)C)c3ccccc3n2)cc1C	-16.9
31	Cc1ccc(NC(=O)c2ncoc2-c2cccs2)c(C)c1	1.4
32	COc1ccc(CN2CC3=C(C2=O)C(c2cc(OC)c(OC)c(OC)c2)NC(=O)N3)cc1 (configuration not stated)	2.8
33	CCc1ccccc1Oc1cnn(-c2ccc(C(F)(F)F)cn2)c(=O)c1Cl	-2.1
34	O=C(Nc1cccc(C(F)(F)F)c1)c1ccc(C2Nc3ccccc3S(=O)(=O)N2)cc1 (configuration not stated)	u
35	O=C(CCC(=O)c1ccc2c(c1)CCC2)NC1CCCc2ccccc21 (configuration not stated)	5.4
36	CC1CCN(S(=O)(=O)c2cc3cc(F)ccc3oc2=O)CC1	-7.0
37	CCC(C)NC(=O)Cn1c(=O)n(C)c(=O)c2sc(N3CCCC3)nc21 (configuration not stated)	9.9
38	COc1ccc(Cl)cc1NC(=O)CSc1nc2c(c(=O)n1CCc1ccccc1)SCC2	7.3
39	Nc1[nH]c(C(=O)c2ccccc2)c(-c2ccccc2C(F)(F)F)c1C(=O)NCc1ccc(F)cc1	1.8
40	COc1ccc(CNC(C)C)c2ccccc12	-2.0
41	O=c1[nH]c(CN(Cc2cccs2)CC2CCCO2)nc2scc(-c3ccc(F)cc3)c12 (configuration not stated)	12.0
42	O=C(Nc1ccc(Cl)cc1)c1nc2ccccc2nc1N1CCCCC1	5.5
43	CNC(=O)c1cccc(NC(=O)CSCc2csc(-c3ccc(C(C)C)cc3)n2)c1	-6.7
44	CC(=O)C[C@@H]1OC[C@H](CO)N1S(=O)(=O)c1ccc(C)cc1	-15.5
45	CN(C)CC(=O)Nc1sc2c(c1C#N)CCCCC2	0.7
46	O=C1NC[C@H](Cc2ccc(O)cc2)N(C[C@@H]2CCCN2C[C@H](Cc2ccccc2)N2C[C@H](Cc3ccc(O)cc3)N(CC3CCCCC3)C(=O)C2=O)C1=O	-2.2
47	N#Cc1cccc(COc2ccccc2C(N)=O)c1	0.0
48	CCCCCCCCN1C(=O)[C@H](CC(=O)NCCCOC)C[C@@]2(C(=O)OCC)CCCC=C12	10.3
49	Cc1oc(-c2ccccc2)nc1CC(=O)Nc1ccccc1I	7.4
50	CN(Cc1ccc(Br)cc1)C(=O)c1cc2ccccc2[nH]1	9.5

# From entry 42 up to 46, as listed above:
item	SMILES	LDHA block
42	O=C(Nc1ccc(Cl)cc1)c1nc2ccccc2nc1N1CCCCC1	5.5
43	CNC(=O)c1cccc(NC(=O)CSCc2csc(-c3ccc(C(C)C)cc3)n2)c1	-6.7
44	CC(=O)C[C@@H]1OC[C@H](CO)N1S(=O)(=O)c1ccc(C)cc1	-15.5
45	CN(C)CC(=O)Nc1sc2c(c1C#N)CCCCC2	0.7
46	O=C1NC[C@H](Cc2ccc(O)cc2)N(C[C@@H]2CCCN2C[C@H](Cc2ccccc2)N2C[C@H](Cc3ccc(O)cc3)N(CC3CCCCC3)C(=O)C2=O)C1=O	-2.2

# (further entries)
item	SMILES	LDHA block
51	Cn1c(=O)[nH]c(=O)c2c1nc(N1CCN(Cc3c(F)cccc3Cl)CC1)n2Cc1ccccc1	3.7
52	Cc1cc(C)c(S(=O)(=O)NCCO)cc1C	1.0
53	COCCn1c(SCCC#N)nnc1-c1ccc(Cl)cc1	4.4
54	OCCOC1CCCc2oc(-c3ccccc3)c(C#CC3(O)CCCCC3)c21 (configuration not stated)	-3.0
55	N#C/C(=C/c1ccccc1)c1nc2ccccc2[nH]1	3.3
56	Cc1ccccc1NS(=O)(=O)c1c(C)nn(C)c1C	5.9
57	COc1ccc(-c2[nH]nc3c2C(c2ccc(F)cc2)C2=C(CC(C)(C)CC2=O)N3)cc1 (configuration not stated)	-2.9
58	CCN(c1ccc(NS(=O)(=O)c2ccc(C)c(C)c2)cc1)C(C)C	1.0
59	COc1cc(C(=O)N2CCN(c3nccs3)CC2)cc(Cl)c1OC	10.2
60	c1ccc(-n2nnnc2CSc2nnc(N3CCOCC3)n2-c2ccccc2)cc1	0.3
61	NC(=O)CCNc1ccccc1	1.5
62	CCOC(=O)c1ccc(Nc2nc3ccccc3nc2NS(=O)(=O)c2ccc(C)c(C)c2)cc1	9.0
63	CC(=O)NCCc1ccc(C(=O)Cn2nnc(-c3cccc(F)c3)n2)cc1	-13.0
64	O=C(NC1C2CC3CC(C2)CC1C3)c1cccc(Br)c1 (configuration not stated)	6.9
65	CC(C)COc1cccc(C(=O)Nc2ccc3oc(-c4ccncc4)nc3c2)c1	4.4
66	Cc1cn([C@H]2C[C@H](N[S+](=O)([O-])Cc3ccc(C(F)(F)F)cc3)[C@@H](CO)O2)c(=O)[nH]c1=O	-6.6
67	CC(C)NC(=O)COC(=O)c1cc(=O)c2ccccc2o1	-3.7
68	COc1ccc(Nc2nc(-c3ccc(F)cc3F)cs2)cc1	-4.4
69	COc1ccc(-c2c(C)c3ccc(OC(C)=O)cc3oc2=O)cc1	-4.8
70	N#CCCn1c(SCC(=O)Nc2ccc(C(N)=O)cc2)nc2ccccc21	-16.8
71	CN1CCN(C(=O)Cn2c(-c3ccccc3)cc3ccccc32)CC1	-5.2
72	CCOC(=O)[C@]12Cc3c(cc(OC)c(OC)c3OC)[C@H]1N(Cc1ccccc1)C(=O)c1cc(OC)ccc12	-0.2
73	Cc1ccc(C)c(Nc2nc(-c3ccc(-c4ccccc4)cc3)cs2)c1	-1.3
74	Cc1nonc1CN1CCN(C(C(=O)O)c2c[nH]c3ccccc23)CC1 (configuration not stated)	-6.6
75	CSc1ccc(NC(=O)C2CCCCC2)cc1	-8.6
76	Cc1c(Cl)cccc1NCC(=O)N1CCNC1=O	-2.0
77	CCC(CC)NC(=O)c1cc(S(C)(=O)=O)ccc1C	-13.0
78	CC(NC(=O)c1ccccc1NC(=O)c1nn(C)c(=O)c2ccccc12)c1ccccc1 (configuration not stated)	4.2
79	CCCCn1c(=O)[nH]c(=O)c2c1nc(COC(=O)/C=C/c1cc(Cl)c(OC)c(OC)c1)n2C	-0.5
80	CCOc1cc(C(=O)N(c2cc(C)cc(C)c2)C2C=CS(=O)(=O)C2)cc(OCC)c1OCC (configuration not stated)	5.2
81	Cc1ccc(Cc2cc(C)ncc2C)c(C)c1	9.6
82	O=C(NCc1ccccc1)c1ccc2cc[nH]c2c1	5.5
83	COc1ccccc1-c1c(C(F)(F)F)oc2cc(OCC(=O)OCC(C)C)ccc2c1=O	-9.3
84	CN(/C=C/C(=O)C(F)(F)F)C1(c2ccccc2Cl)CCCCC1=O (configuration not stated)	-0.7
85	N#Cc1cc(F)c(NCc2ccc(F)cc2)c(F)c1	13.2
86	CCc1c(-c2cccc(OC)c2)ncn1Cc1cccc(-c2ccccc2)c1	-5.8
87	Cc1ccc(OC(C)C(=O)Nc2ccc3nsnc3c2)cc1C (configuration not stated)	18.3
88	CNS(=O)(=O)c1cc(NS(=O)(=O)c2cc(Cl)cc(Cl)c2)ccc1C	3.4
89	CC1CCn2c(nc3cc(C(=O)N4CCN(c5ccccc5)CC4)ccc32)C1 (configuration not stated)	4.0
90	Cc1ccc(C(=O)Nc2c(NC3CCCC3)c3ccccc3oc2=O)cc1	-4.7
91	CCCCC[C@H](C)N1C[C@@H](COCc2ccccc2)Oc2cc(N3CC[C@H](O)C3)ccc2S1(=O)=O	4.3
92	N#CC1(NC(=O)CSc2ncc(-c3ccc(F)cc3)o2)CCCCC1	-1.7
93	CC(C)(C)c1ccc(C(=O)N/C(=C\c2ccc(Cl)cc2)C(=O)O)cc1	-1.7
94	Cc1ccc(NC(=O)C2CCN(C(=O)c3sc4nc[nH]c(=O)c4c3C)CC2)cc1C	2.9
95	O=C(CCc1ncc(-c2c(F)cccc2F)o1)N1CCC(OCc2ccccc2)CC1	5.4
96	COc1ccccc1-n1ccnc1SCC(=O)Nc1nc(C)cs1	11.8
97	Oc1c(Cl)cccc1C=Nc1cc(C(F)(F)F)ccc1Oc1ccccc1Cc1ccccc1	6.8
98	O=S1(=O)C=CC(N(Cc2ccccc2)Cc2ccccc2F)C1 (configuration not stated)	-3.5
99	Cc1ccc(OCCN(C)C(=O)c2cnc3ccccc3n2)cc1	4.6
100	CCC(CC)NC(=O)/C=C/c1ccc(OC)cc1	-5.7

# Next part.
item	SMILES	LDHA block
101	Cc1cc2ccccn2c1/C(=N/S(=O)(=O)c1cccs1)c1ccccc1	0.6
102	CC(C)C(=O)Nc1ccc(Br)cc1Br	-14.6
103	Cc1ccccc1NC(=O)CSc1nc(-c2ccco2)ccc1C#N	11.4
104	CCCCNc1nc(-c2ccc(OC)c(OC)c2)cs1	13.9
105	COC(=O)c1ccc2nc(-c3ccc(OC)c(OC)c3)c(Cc3cccc(F)c3)n2c1	-1.2
106	CCN(Cc1ccc(C(N)=O)cc1)Cc1cccs1	-2.0
107	CN(C)c1ccc2ncccc2c1	32.1
108	CCCCc1cc(=O)oc2c(C)c(OCC(=O)NCc3ccncc3)ccc12	6.0
109	Cc1ccc(S(=O)(=O)Nc2cc([N+](=O)[O-])c([N+](=O)[O-])cc2NS(=O)(=O)c2ccc(C)cc2)cc1	-3.4
110	NC(N)=NS(=O)(=O)c1ccccc1	0.9
111	CC(C)CCn1c(SCc2ccc(F)cc2)nc2c1c(=O)[nH]c(=O)n2C	8.3
112	CC(CC(=O)O)(C(=O)O)c1ccccc1 (configuration not stated)	7.4
113	CC(O)CNCCCOc1ccc(C(C)(C)c2ccccc2)cc1 (configuration not stated)	-1.7
114	COCC(C)NS(=O)(=O)c1cc(C)ccc1C (configuration not stated)	1.9
115	C=C(Cl)CN1CCN(CCc2ccccc2)CC1	1.3
116	CNc1c(NC(=O)c2ccc(OC)c(Br)c2)c(=O)oc2ccccc12	-3.9
117	CCC(CC)NC(=O)C(=O)O	40.6
118	O=C(c1ccc(-c2ccccc2)cc1)N1CCN(CC2CC=CCC2)CC1 (configuration not stated)	5.2
119	CC(C)c1ccc(CNC(=O)Nc2ccccc2Cl)cc1	8.4
120	Cc1nn(C)c(C)c1CC(=O)Nc1nc(C(C)C)cs1	4.7
121	Nc1nc2ccc(Cl)cc2cc1C(=O)NCc1ccc(Oc2ccccc2)cc1	-4.9
122	CCCN(CC(N)=O)Cc1ccc(C#N)cc1	8.2
123	CCOC(=O)CNC(=O)NCc1cccn1Cc1cccc(C)c1	3.9
124	COc1ccc2nc(SCC(=O)Nc3ccccc3C(=O)Nc3ccc4c(c3)OCO4)[nH]c2c1	-3.3
125	COc1cc(Cl)c(C)cc1NS(=O)(=O)c1cc(-c2n[nH]c(=O)c3c2CCCC3)ccc1C	-3.4
126	CC(NC(=O)CNC(=O)c1ccc(N2CCCC2=O)cc1)c1ccc(Cl)c(Cl)c1 (configuration not stated)	2.6
127	Cc1c(CCC(=O)NCc2nc(-c3ccccc3)no2)c(=O)oc2cc(O)ccc12	3.3
128	Cc1cc(CS(=O)(=O)Cc2ccc(Cl)cc2)on1	-3.5
129	CCOC(=O)c1cnc2ccc(OC)cc2c1Nc1ccccc1OC	0.0
130	Cc1sc2nc(C(C)Sc3nnnn3C(C)(C)C)[nH]c(=O)c2c1C (configuration not stated)	-0.3

# Random excerpt: 2 records from the list, in no set order.
item	SMILES	LDHA block
126	CC(NC(=O)CNC(=O)c1ccc(N2CCCC2=O)cc1)c1ccc(Cl)c(Cl)c1 (configuration not stated)	2.6
130	Cc1sc2nc(C(C)Sc3nnnn3C(C)(C)C)[nH]c(=O)c2c1C (configuration not stated)	-0.3

# Screens as filed in PubChem.
